Assay outcomes as filed in PubChem.
Rac1 GTP hydrolysis – MgcRacGAP GTPase-activating activity inhibitors, confirmation, biochemical, ADP Hunter fluorescence; MgcRacGAP-stimulated Rac1 GTP hydrolysis, ADP Hunter fluorescence; higher % means a stronger effect; GST-tagged Rac1 F28L mutant substrate; one-dose inhibition, % at 30 µM; IC50 in µM for titrated hits; hit rate 0.6% among 340,000;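 active = first-screen hits whose inhibition reached a set limit at any dose in the follow-up dose series; inconclusive = inhibition above the set first-screen limit but never retested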;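 also: fluorescence reports GDP produced by GAP-driven GTP hydrolysis; strong numbers were not always called active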
RSV antiviral HEp-2 – RSV antiviral activity via CPE protection, HEp-2 cells, primary 10 µM value included (AID 2391); HEp-2 cells, RSV-induced CPE inhibition; higher % means a stronger effect; CPE inhibition, % at 10 µM; hits with a dose series show IC50 in µM; hit rate 0.13% among 310,000; in the data active = a potency from the dose series; inconclusive = CPE inhibition mostly from about 23% at the one dose, without a potency; inactive = the rest, 99 in 100 with CPE inhibition below about 21%; also: strong numbers were not always called active
GPR35 arrestin U2OS – GPR35 antagonists blocking zaprinast-driven arrestin recruitment, primary screen, imaging, U2OS, beta-arrestin-GFP, zaprinast agonist (AID 2058); G-protein coupled receptor 35 (Homo sapiens); U2OS GPR35 beta-arrestin-GFP translocation imaging, zaprinast antagonism; higher % means a stronger effect; inhibition, % at 10 µM; hits with a dose series show IC50 in µM; hit rate 0.052% among 290,000;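 active = inhibition of at least 50% with at least 30 cells and total cytoplasm GFP at most 10,000,000; inconclusive = under 30 cells or total GFP of 10,000,000 plus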
K1F lysis inhibition – inhibition of K1F phage lysis, E. coli UTI89, bacterial capsule biogenesis inhibitors, alamar blue (AID 488966); E. coli UTI89 K1F phage lysis, alamar blue, 2 h; higher % means a stronger effect; one-dose inhibition, % at 100 µM; IC50 in µM for titrated hits; hit rate 0.02% among 340,000;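 active = phage lysis inhibition, versus mean bacterial control, above a set limit; inconclusive = no clear call, values can overlap the other calls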;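 also: capsule biogenesis inhibitors block K1F phage lysis so surviving cells raise fluorescence; higher fluorescence means more inhibition of phage lysis; actives were called in the ten point dose series up to 300 µM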
SV40 large T antigen – SV40 large T antigen inhibitors, biochemical (AID 1903); hit rate 0.39% among 310,000; SV40 large T antigen ATPase/helicase inhibition assay; higher % means a stronger effect; one-dose inhibition, % at 20 µM; IC50 in µM for titrated hits; in the data active = a potency from the dose series; inconclusive = inhibition mostly from about 32% at the one dose, without a potency; inactive = the rest, 99 in 100 with inhibition below about 32%; also: strong numbers were not always called active
GPR55 antagonists – GPR55 antagonists blocking LPI-driven arrestin recruitment, primary screen, imaging, U2OS, beta-arrestin-GFP, LPI agonist (AID 2013) | G-protein coupled receptor 55 (Homo sapiens) | hit rate 0.13% among 290,000 | U2OS GPR55 beta-arrestin-GFP translocation imaging, LPI antagonism; higher % means a stronger effect | inhibition, % at 10 µM, or IC50 in µM where a hit was titrated;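 active = spots per cell inhibited over 60%, with over 100 cells counted and total cytoplasm intensity under 500,000; inconclusive = wells with under 100 cells, flagged as likely toxic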;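 also: U2OS cells stably carrying GPR55 and arrestin-GFP stimulated by 5 µM LPI near EC80; imaged beta-arrestin-GFP aggregate spots per cell after agonist stimulation; plate controls were LPI-stimulated DMSO wells for no effect and DMSO wells without LPI for full effect; some results filed as inactive read as strong as hits; confirmed hits need IC50 under 10 µM and bright autofluorescent wells are also inconclusive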
PhoP inhibition – inhibitors of PhoP regulon expression, primary screen, Salmonella Typhimurium, GFP reporter (AID 1863); inhibition, % at 50 µM; hits with a dose series show IC50 in µM; hit rate 0.16% among 300,000; S. Typhimurium PhoP-regulated promoter GFP reporter, 4 h; higher % means a stronger effect;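 active = inhibition over 29.93%, a cutoff 3 SD above the screen mean, later confirmed by dose response; inconclusive = inhibition over 29.93% but no dose response follow-up; inactive = inhibition at most 29.93% or unconfirmed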;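 also: 0% = low Mg2+ inducing control and 100% = high Mg2+ repressing control; strong numbers were not always called active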
HIV peptide binding – inhibitors of HIV fusion peptide binding, primary screen, biochemical, uHTS, fluorescence dequenching (AID 1986); cell-free peptide binding, fluorescence dequenching, 30 min; higher % means a stronger effect; hit rate 0.3% among 290,000; inhibition, % at 20 µM, or IC50 in µM where a hit was titrated; in the data active = inhibition mostly above about 52%, no sharp cut-off; inactive = mostly below about 76%; also: some results filed as inactive read as strong as hits
Dengue-2 NS5 capping – Dengue-2 NS5 methyltransferase inhibitors, primary screen, biochemical, confirmation dose response (AID 588689); inhibition, % at 25 µM; hits with a dose series show IC50 in µM; hit rate 0.3% among 340,000; Dengue-2 NS5 methyltransferase capping enzyme assay, biochemical; higher % means a stronger effect; Genome polyprotein (Dengue virus type 2 (strain 16681-PDK53)); in the data active = a potency from the dose series; inconclusive = inhibition above about 29% without an active follow-up result
The depositor's hits bear a star; ? = inconclusive; nt = no result given; [ ] = remark or other dose.

SMILES	Rac1 GTP hydrolysis	RSV antiviral HEp-2	GPR35 arrestin U2OS	K1F lysis inhibition	SV40 large T antigen	GPR55 antagonists	PhoP inhibition	HIV peptide binding	Dengue-2 NS5 capping
Cc1ccc(C2C3C(=O)N(c4ccc(C)cc4)C(=O)C3N3CCCN23)cc1 (centres undefined)	0%	1.2%	0%	-0.5%	15%	1%	-5%	1.4%	2%
COc1ccccc1-c1nc2s/c(=C\c3cccs3)c(=O)n2n1	12%	5.6%	-5%	-0.7%	6%	14%	-17%	2.6%	26%
COc1cc(C(=O)Nc2cc(-c3cn4cccnc4n3)ccc2C)cc(OC)c1OC	5%	0.2%	-1%	0.1%	6%	0%	2%	-1.5%	-1%
CCOC(=O)Cn1cc(C(=O)C(C)(C)C)c2ccccc21	0%	1.4%	1%	0.4%	9%	4%	1%	0.5%	-7%
COC(=O)c1cn(NC(=O)Cc2ccc(Cl)c(Cl)c2)c(=O)c2ccccc12	4%	0.9%	10%	1.7%[50 µM]	2%	5%	8%	2.2%	-2%
C=CCn1c(-c2ccc(Cl)cc2)cnc1SC(C)C(N)=O (centres undefined)	14%	5.4%	-8%	0.1%	10%	-4%	1%	-2.1%	-12%
O=C(NCC(=O)N1CCN(c2cccc(Cl)c2)CC1)c1ccc(Br)o1	6%	7.2%	nt	-0.3%[50 µM]	13%	nt	-1%	nt	-5%
Cc1ccc([C@@H]2CC=C(C(=O)O)[C@H](c3ccccc3F)N2S(=O)(=O)c2ccc(C)cc2)cc1	4%	5.1%	nt	-0.7%	5%	nt	-12%	nt	0%
CC(C)(C)c1ccc(/C=C/C(=O)Nc2cccnc2)cc1	-6%	12%	-4%	-2.0%[50 µM]	3%	0%	15%	0.8%	-6%
O=S1(=O)C=C(Oc2ccc(F)cc2)c2ccccc21	6%	1.6%	1%	0.4%	7%	1%	16%	0.5%	6%
C=CCc1cccc(C2Nc3ccccc3C(=O)N2O)c1O (centres undefined)	12%	0.4%	16%	-0.7%	-3%	12%	20%	8.3%	-5%
Cc1cccc(NC(=O)c2nc[nH]c2C(=O)N[C@@H](CC(C)C)C(=O)OC(C)(C)C)c1	7%	-4.6%	13%	1.6%	17%	7%	-4%	-0.5%	1%
Cc1ccccc1NS(=O)(=O)c1cccc2nonc12	1%	4.8%	8%	2.2%[50 µM]	27%	21%	-5%	0.3%	-1%
CNc1ncc(C(=O)c2ccc(Cl)cc2)s1	10%	0.7%	5%	0.3%	-1%	8%	5%	1.1%	-7%
O=C(O)c1ccccc1C(=O)OCCCc1ccncc1	4%	0.2%	nt	5.0%	11%	nt	nt	nt	-2%
COc1cccc(C2SCC(=O)N2c2cccc(C)c2)c1OC (centres undefined)	7%	0.7%	0%	2.2%[50 µM]	3%	7%	5%	-2.7%	-6%
CS(=O)(=O)c1cccc(C(=O)Nc2nnc(C3=COCCO3)o2)c1	3%	0.5%	nt	0.6%[50 µM]	12%	nt	-4%	nt	0%
CCCNC(=O)C1(CC2CC(c3ccccc3)=NO2)CCN(C(=O)OC(C)(C)C)CC1 (centres undefined)	4%	-1.1%	nt	-0.2%	1%	nt	-1%	nt	-7%
CCn1c(SCC(=O)NCC2CCCO2)nnc1-c1ccccc1OC (centres undefined)	0%	1.1%	nt	0.6%[50 µM]	nt	nt	nt	nt	0%
CCN(CC)C(=O)CNC(=S)N(CCCN1CCOCC1)Cc1cccs1	8%	-0.4%	4%	0.2%	-1%	15%	11%	-1.4%	-3%
CCOC(=O)C1CCN(S(=O)(=O)c2cn(C)cn2)CC1	11%	0.9%	-9%	1.1%[50 µM]	23%	6%	-3%	0.3%	-7%
CCN(CC)c1ccc(C(=O)NNC(=O)CCNC(=O)c2ccccc2)cc1	7%	0.9%	nt	0.3%[50 µM]	nt	nt	nt	nt	-1%
CCOC(=O)/C=c1\s/c(=C\c2ccc3c(c2)OCCO3)c(=O)n1CC(=O)NCC1CCCO1 (centres undefined)	11%	1.8%	6%	0.6%	13%	-7%	-17%	-1.0%	?
CCn1cc(CN2CCC(n3nccc3NC(=O)CCOc3ccccc3)CC2)cn1	5%	0.2%	6%	0.3%	19%	-2%	-3%	-1.4%	-8%
NC(=O)c1c(NC(=O)COC(=O)c2ccc(S(=O)(=O)Nc3ccccc3)cc2)sc2c1CCCC2	7%	1.7%	-5%	0.4%	9%	11%	-2%	0.6%	-1%
Cc1ccc(C)c(S(=O)(=O)C(C#N)c2nc3ccccc3nc2N2CCCC2)c1 (centres undefined)	0%	1.5%	-4%	1.4%	0%	9%	5%	20%	-3%
CC1=C(C)CC(C(=O)NCc2ccccn2)C(C(=O)O)C1 (centres undefined)	0%	0.3%	5%	-1.5%	4%	12%	-10%	-0.2%	15%
Cc1ccc(-n2nc3c(c2NC(=O)C(C)C)CS(=O)(=O)C3)cc1	12%	1.3%	6%	0.3%	7%	4%	-3%	-1.7%	-4%
CN(CC(=O)Nc1ccc(Cl)c(C(F)(F)F)c1)C(=O)CCc1nc2ccccc2c(=O)[nH]1	4%	-0.3%	nt	1.8%[50 µM]	nt	nt	nt	nt	-9%
COc1ccccc1C(=O)NCC1(c2ccccc2)CCCC1	-3%	4.8%	10%	0.5%	5%	30%	9%	1.4%	-4%
CCOC(=O)CSc1nc2sc3c(c2c(=O)n1-c1ccccc1)CCN(C(C)C)C3	3%	0.2%	-3%	-0.8%[50 µM]	7%	-1%	5%	14%	-16%
N#Cc1c(-c2ccccc2)c(-c2ccccc2)nn(CC(=O)NNC(=O)Nc2ccc(Cl)cc2)c1=O	nt	13%	3%	nt	2%	24%	-11%	-3.1%	nt
NC(=O)N(CCC(=O)O)c1ccccc1	1%	1.7%	6%	4.2%	5%	13%	-6%	-0.3%	3%
CCOC(=O)Nc1ccc2c(c1)Nc1ccccc1S2	45µM*	3.1%	13%	0.5%	7%	4%	5%	-0.2%	1%
CC(C)(C)c1ccc(OCCNC(=O)c2ncn[nH]2)cc1	11%	1.6%	8%	3.2%	1%	-9%	7%	2.8%	3%
Cc1ccc(S(=O)(=O)n2ccc(OC(=O)c3cccs3)n2)cc1	7%	2.0%	13%	-0.3%	6%	-8%	9%	1.0%	-12%
CCCCc1ccc(/C=C(\C#N)C(N)=S)s1	14%	nt	8%	-1.8%	-5%	14%	4%	-2.5%	0%
Cc1cccc(N(C(=O)CCC(=O)Nc2nccs2)C(C(=O)NC(C)(C)C)c2ccc(O)cc2)c1 (centres undefined)	5%	19%	15%	-1.8%	4%	2%	5%	-0.8%	0%
CN(C)Cc1c(C(=O)N/N=C/c2cccc(OCc3ccc(F)cc3)c2)nnn1-c1nonc1N	4%	1.4%	-4%	2.6%	6%	-5%	-3%	1.2%	-2%
O=c1[nH]ncn1-c1ccc(Br)cc1	3%	0.3%	6%	0.7%	9%	-3%	-6%	-0.7%	-2%
O=C(c1ccco1)N1CCN(c2nc3ccccc3c(=O)n2-c2ccccc2)CC1	-1%	-0.3%	0%	-0.5%	3%	-10%	1%	-1.4%	-2%
COc1ccc(CC2=C(O)c3ccccc3C(=O)C2=O)cc1	14%	1.6%	-4%	0.0%	17%	10%	-6%	0.6%	30%
Cc1ccc(NC(=O)Cn2c(O)c(N=NC(N)=S)c3ccccc32)cc1	9%	2.1%	-7%	0.4%	-6%	-5%	20%	0.3%	3%
CC(C)OC(=O)c1cn(-c2ccccc2)nc1-c1ccc2c(c1)OCCO2	5%	0.6%	-5%	-0.2%	-3%	-1%	12%	0.7%	2%
FC(F)(F)c1nnc2ccc(Cl)nn12	-3%	-2.4%	-5%	0.3%	0%	8%	-2%	-0.8%	-14%
O=C(/C=C/c1ccco1)NCCc1ccc(F)cc1	16%	-0.3%	-4%	0.0%	4%	3%	6%	11%	-15%
Cc1ccc(/C=C/c2onc(C)c2S(=O)(=O)N2CCC(C(=O)N3CCN(C)CC3)CC2)cc1	-3%	14%	12%	0.2%	7%	-4%	-2%	1.0%	-6%
CN(C)CCCOC(=O)c1ccc(Cl)cc1	3%	0.9%	-9%	-1.2%	25%	8%	9%	-0.5%	-6%
CC(=O)N1c2ccc(S(=O)(=O)NCCC(=O)NCc3ccc(F)cc3)cc2CC1C (centres undefined)	9%	-0.1%	8%	0.2%	7%	1%	-9%	0.9%	0%
CCNC(=S)N1CCC(Cc2ccccc2)CC1	9%	1.8%	-10%	-1.2%[50 µM]	7%	11%	-2%	0.5%	4%

(more compounds)
SMILES	Rac1 GTP hydrolysis	RSV antiviral HEp-2	GPR35 arrestin U2OS	K1F lysis inhibition	SV40 large T antigen	GPR55 antagonists	PhoP inhibition	HIV peptide binding	Dengue-2 NS5 capping
CCCCCCCCNc1nc(Cl)nc(NCc2ccco2)n1	2%	0.5%	9%	0.8%	6%	26%	-20%	0.8%	-1%
O=C(COC(=O)/C=C/c1ccc(F)cc1)Nc1ccccc1-c1ccccc1	10%	3.6%	5%	0.2%	15%	-4%	-7%	-1.7%	1%
CN(C(=O)CSc1nc2cc(Cl)ccc2c(=O)n1Cc1ccco1)C1CCS(=O)(=O)C1 (centres undefined)	-1%	0.2%	-12%	-0.8%	11%	11%	-7%	1.6%	-4%
CCOc1ccc(N(CC(=O)Nc2ccc(C)c(C)c2)S(=O)(=O)c2c(C)noc2C)cc1	4%	3.3%	-3%	3.1%	3%	13%	-6%	-2.0%	-1%
CCc1c(C)c(C#N)c2nc3ccccc3n2c1NCc1ccco1	4%	5.7%	0%	-0.1%	4%	9%	8%	1.2%	5%
COc1ccc2oc(C(=O)Nc3ccccc3N3CCOCC3)c(C)c2c1	10%	-2.8%	nt	0.9%[50 µM]	9%	nt	-6%	nt	-6%
O=C(NCc1ccco1)NCC(F)(F)F	5%	1.6%	6%	1.0%	18%	0%	9%	-1.2%	1%
CC(NC(=O)c1cc(=O)[nH]c2ccccc12)c1ccc(F)cc1F (centres undefined)	-1%	1.5%	-2%	0.2%	10%	-5%	-5%	-2.7%	0%
CCOC(=O)C(=O)NNc1ccc(C)cc1	-7%	-1.7%	4%	-3.8%	17%	-14%	5%	-0.3%	0%
CCc1ccc(-c2nc(CS(=O)CC(=O)NC3CCCCCC3)c(C)o2)cc1 (centres undefined)	2%	21%	-5%	-0.5%	10%	-31%	-9%	-0.1%	-3%
